Pf apPOL inh: Pf-apPOL DNA polymerase inhibition. Recombinant Pf-apPOL, molecular beacon fluorescence, 1.5 h. inhibition, % at 10 µM. 210,000 compounds, 0.25% hits
mHTT-CaM PPI inh: disrupts binding of mutant huntingtin to calmodulin; P42858; AlphaScreen His-mHTT/GST-CaM binding, luminescence; inhibition, % at 15 µM; 190,000 compounds, 3.6% hits; AID 1671202;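 also: 0% = both proteins with DMSO and 100% = one protein alone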
Target sequence (P42858 whole entry, looked up, stated change not applied): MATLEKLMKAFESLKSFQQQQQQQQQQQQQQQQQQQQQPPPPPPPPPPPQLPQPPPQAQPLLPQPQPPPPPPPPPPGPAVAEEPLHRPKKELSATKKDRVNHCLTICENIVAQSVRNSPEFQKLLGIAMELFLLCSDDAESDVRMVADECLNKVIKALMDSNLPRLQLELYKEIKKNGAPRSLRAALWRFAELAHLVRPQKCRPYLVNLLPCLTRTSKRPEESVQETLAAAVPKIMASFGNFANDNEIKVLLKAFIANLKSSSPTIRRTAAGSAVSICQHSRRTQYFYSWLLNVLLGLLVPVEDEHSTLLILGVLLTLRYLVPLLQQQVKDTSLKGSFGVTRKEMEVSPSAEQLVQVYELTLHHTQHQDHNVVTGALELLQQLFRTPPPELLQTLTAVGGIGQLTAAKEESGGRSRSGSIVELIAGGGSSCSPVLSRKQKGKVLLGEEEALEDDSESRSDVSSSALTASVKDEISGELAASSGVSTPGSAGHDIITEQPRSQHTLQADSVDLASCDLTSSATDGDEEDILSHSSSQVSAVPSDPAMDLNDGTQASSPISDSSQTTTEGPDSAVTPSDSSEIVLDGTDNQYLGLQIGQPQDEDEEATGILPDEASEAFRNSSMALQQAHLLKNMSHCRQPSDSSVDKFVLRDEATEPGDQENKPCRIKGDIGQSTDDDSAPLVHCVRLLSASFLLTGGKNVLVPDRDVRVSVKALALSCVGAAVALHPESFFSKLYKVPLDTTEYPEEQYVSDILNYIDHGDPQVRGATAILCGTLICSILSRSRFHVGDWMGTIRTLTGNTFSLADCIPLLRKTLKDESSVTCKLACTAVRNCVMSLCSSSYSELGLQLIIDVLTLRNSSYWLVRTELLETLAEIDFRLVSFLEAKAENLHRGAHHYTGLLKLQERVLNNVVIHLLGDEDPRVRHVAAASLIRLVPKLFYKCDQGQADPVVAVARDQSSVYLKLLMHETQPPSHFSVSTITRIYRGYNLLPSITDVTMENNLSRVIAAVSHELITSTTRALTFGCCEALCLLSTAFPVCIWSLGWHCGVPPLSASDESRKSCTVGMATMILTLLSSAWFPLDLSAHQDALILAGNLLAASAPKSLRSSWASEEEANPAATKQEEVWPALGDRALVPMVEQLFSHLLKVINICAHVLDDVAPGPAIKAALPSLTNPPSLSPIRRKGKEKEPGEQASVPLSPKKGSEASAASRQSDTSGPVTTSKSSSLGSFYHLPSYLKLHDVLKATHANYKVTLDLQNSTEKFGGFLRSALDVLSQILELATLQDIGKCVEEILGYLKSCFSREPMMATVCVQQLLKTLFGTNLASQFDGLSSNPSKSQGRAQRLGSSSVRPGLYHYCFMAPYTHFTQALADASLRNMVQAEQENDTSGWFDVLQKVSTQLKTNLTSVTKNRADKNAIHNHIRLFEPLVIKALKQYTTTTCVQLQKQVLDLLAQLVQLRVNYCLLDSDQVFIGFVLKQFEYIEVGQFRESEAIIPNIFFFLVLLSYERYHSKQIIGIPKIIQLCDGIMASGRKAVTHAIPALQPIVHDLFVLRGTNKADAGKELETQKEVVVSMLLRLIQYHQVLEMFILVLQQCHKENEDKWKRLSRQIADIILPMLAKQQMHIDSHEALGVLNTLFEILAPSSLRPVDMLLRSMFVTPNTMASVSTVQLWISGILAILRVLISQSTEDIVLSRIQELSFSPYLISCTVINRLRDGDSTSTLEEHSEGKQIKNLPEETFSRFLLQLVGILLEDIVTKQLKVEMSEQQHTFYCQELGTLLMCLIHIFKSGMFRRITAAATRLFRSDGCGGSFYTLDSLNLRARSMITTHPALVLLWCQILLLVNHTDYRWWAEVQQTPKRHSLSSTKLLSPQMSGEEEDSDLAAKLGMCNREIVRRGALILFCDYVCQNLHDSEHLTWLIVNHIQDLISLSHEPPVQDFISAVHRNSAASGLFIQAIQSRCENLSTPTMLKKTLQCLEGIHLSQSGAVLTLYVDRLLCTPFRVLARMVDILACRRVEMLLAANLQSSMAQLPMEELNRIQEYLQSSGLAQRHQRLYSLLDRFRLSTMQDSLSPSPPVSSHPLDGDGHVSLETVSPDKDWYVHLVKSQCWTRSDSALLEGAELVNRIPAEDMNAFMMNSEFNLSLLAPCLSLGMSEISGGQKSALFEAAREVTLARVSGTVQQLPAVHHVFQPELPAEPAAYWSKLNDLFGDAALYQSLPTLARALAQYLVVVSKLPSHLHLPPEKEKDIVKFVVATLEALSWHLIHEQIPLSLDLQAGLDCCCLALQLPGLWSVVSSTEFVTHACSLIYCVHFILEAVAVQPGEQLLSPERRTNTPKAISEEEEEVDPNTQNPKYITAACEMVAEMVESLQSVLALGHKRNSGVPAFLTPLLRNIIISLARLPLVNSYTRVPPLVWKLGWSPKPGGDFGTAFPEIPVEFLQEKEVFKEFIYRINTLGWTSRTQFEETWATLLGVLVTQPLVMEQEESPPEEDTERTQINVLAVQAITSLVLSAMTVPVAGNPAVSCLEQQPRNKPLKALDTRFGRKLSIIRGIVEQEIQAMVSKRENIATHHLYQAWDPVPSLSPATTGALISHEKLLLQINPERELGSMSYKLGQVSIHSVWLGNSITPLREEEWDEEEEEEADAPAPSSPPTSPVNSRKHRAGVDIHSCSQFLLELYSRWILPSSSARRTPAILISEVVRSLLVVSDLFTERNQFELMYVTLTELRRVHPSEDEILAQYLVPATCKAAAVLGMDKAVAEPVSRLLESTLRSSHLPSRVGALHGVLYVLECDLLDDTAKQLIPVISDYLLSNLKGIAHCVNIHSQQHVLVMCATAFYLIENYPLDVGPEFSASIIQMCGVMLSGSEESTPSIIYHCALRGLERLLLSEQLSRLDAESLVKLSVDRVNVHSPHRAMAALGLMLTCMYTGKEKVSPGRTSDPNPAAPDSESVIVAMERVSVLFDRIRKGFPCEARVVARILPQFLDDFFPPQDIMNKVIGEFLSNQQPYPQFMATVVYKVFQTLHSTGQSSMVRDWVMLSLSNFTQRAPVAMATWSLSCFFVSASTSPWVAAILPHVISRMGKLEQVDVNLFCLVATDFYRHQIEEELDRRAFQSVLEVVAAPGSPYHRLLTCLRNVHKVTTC
Numbers without * were called inactive; i = inactive; / = not tested or not shown; & = joins results of further samples. Rule as the data show it: active = inhibition above about 50%; inactive = the rest.

cpd | compound | Pf apPOL inh | mHTT-CaM PPI inh
1 | O=C(Cc1ccccc1Cl)N(CCc1cccs1)C1CC1 | 0 | -27
2 | Cc1nc2c(C(=O)N3CCCC3)cnn2c(C)c1Cc1ccccc1Br | -14 | 8
3 | CCCN1C(=O)Cc2ccccc2C1C(=O)NCc1ccc(C(F)(F)F)cc1 (centres undefined) | -3 | 11
4 | O=C(c1cccs1)N1CCN(c2ccc([N+](=O)[O-])cc2)CC1 | 4 | -4
5 | CSc1nnc(CNC(=O)c2cccc3ccccc23)n1-c1cccc(Cl)c1 | -8 | 6
6 | Cc1ccc(C2Oc3ccccc3C3CC(c4cccs4)=NN32)o1 (centres undefined) | -7 | 63*
7 | COc1ccc(S(=O)(=O)NC2CCC(NS(=O)(=O)c3ccc(OC)cc3)CC2)cc1 (centres undefined) | 48 | 8
8 | CC(C)CC(=O)N1CCCC1c1nc2cc(-c3ccc(N(C)C)cc3)ccc2o1 (centres undefined) | -7 | 87*
9 | C=CCSc1nc2c(cnn2-c2ccc(Cl)cc2)c(=O)[nH]1 | 9 | 0
10 | CC(C)=C1C2CCC1C(C(=O)NCCc1cccc(Cl)c1)C2C(=O)O (centres undefined) | -7 | -4
11 | COC(=O)C1=C(N)Oc2c(oc(CO)cc2=O)C1c1cccc(OC)c1 (centres undefined) | 2 | -3
12 | CC1CCCN(Cc2c(O)ccc3c2OC(=Cc2ccncc2)C3=O)C1 (centres undefined) | -11 | 7
13 | CCC(CC)C(=O)N1CC(=O)Nc2ccccc21 | 4 | -5
14 | CCCNC(=O)c1ccc(-c2nc(-c3ccc(Cl)cc3)no2)cc1 | -2 | -1
15 | Cc1c(C#N)sc2ccccc12 | -3 | /
16 | O=C(CSc1n[nH]c(-c2ccccc2Cl)n1)NC1CCCCC1 | -2 | -4
17 | Cc1nnc2n1CCN(C(=O)c1ccc3c(c1)OCO3)C2 | 7 | 0
18 | CCS(=O)(=O)Nc1ccc(NS(=O)(=O)CC)cc1 | 19 | -2
19 | COc1ccc(OC)c(C2NC(C(=O)O)CS2)c1 (centres undefined) | -7 | 46
20 | COCc1cc(=O)[nH]c(NC(C)=O)n1 | -18 | /
21 | CC(C)(C)c1cc2nc(C(F)(F)F)cc(NNC(=O)c3ccccc3)n2n1 | -141 | /
22 | CCN1/C(=C/C=C2C(=O)OC(C)(C)OC2=O)Sc2ccccc21 | 0 | 2
23 | Cc1cc(O)c(CN2CCCCC2C)c2c1C(=O)C(=Cc1cccnc1)O2 (centres undefined) | -8 | 0
24 | O=C(NCCCN1CCOCC1)c1ccccc1 | -8 | -1
25 | Cc1cccc(NC(=O)CSc2cn(CCNC(=O)c3cccs3)c3ccccc23)c1C | 1 | 1
26 | NC(=O)C1CCN(CC(=O)Nc2ccc(Cl)c(Cl)c2)CC1 | -9 | 4
27 | Fc1ccccc1C1=CC(c2ccc(Br)cc2)n2nnnc2N1 (centres undefined) | -7 | 4
28 | C=CCCC1CN(Cc2ccc(OC)cc2)S(=O)(=O)c2c(F)cccc2O1 (centres undefined) | -4 | -39
29 | CC(C)c1ccc(-c2c(C#N)c(N)n3c(nc4ccccc43)c2C#N)cc1 | -8 | 12
30 | CCN1CCN(CCNC(=O)CC2CCN(C(=O)C3CCCCC3)CC2)CC1 | -3 | -4
31 | CCOc1ccccc1C(=O)N1CC(=O)Nc2ccc(F)cc2C1c1ccc(F)cc1 (centres undefined) | -2 | 3
32 | CCCS(=O)(=O)CC(N)=NOC(=O)Nc1ccc(Cl)cc1 | 0&0 | /
33 | Cc1cccc(CNC(=O)c2ccnc(-c3ccsc3)c2)c1 | -2 | -11
34 | CCOc1ccc(C(=O)/C=C/Nc2ccc(S(=O)(=O)Nc3onc(C)c3C)cc2)cc1 | -3 | 25
35 | CCC(CC)NC(=O)C1CCCN(c2cnn(Cc3ccccc3)c(=O)c2)C1 (centres undefined) | -2 | 2
36 | CC(=O)c1c(CC(=O)O)[nH]n(-c2nc3ccccc3s2)c1=O | 0 | 4
37 | OCC1OC2OC3(CCCCC3)OC2C2OC3(CCCCC3)OC12 (centres undefined) | 4 | 4
38 | CC1CCCCN1Cc1nc2c([nH]1)c(=O)n(C)c(=O)n2C (centres undefined) | 3 | -8
39 | COc1ccc(CCNC(=O)COc2cc(C)c(Cl)c(C)c2)cc1OC | -1 | 2
40 | CCN(CC)C(=O)Cn1c(=O)n(CCCC(=O)NCc2ccc(C)cc2)c(=O)c2sccc21 | 5 | -7

Part of the list above in order of heavy-atom count, ascending.
cpd | compound | Pf apPOL inh | mHTT-CaM PPI inh
24 | O=C(NCCCN1CCOCC1)c1ccccc1 | -8 | -1
33 | Cc1cccc(CNC(=O)c2ccnc(-c3ccsc3)c2)c1 | -2 | -11
29 | CC(C)c1ccc(-c2c(C#N)c(N)n3c(nc4ccccc43)c2C#N)cc1 | -8 | 12

Compounds listed so far that contain a cyano group:
cpd | compound | Pf apPOL inh | mHTT-CaM PPI inh
15 | Cc1c(C#N)sc2ccccc12 | -3 | /
29 | CC(C)c1ccc(-c2c(C#N)c(N)n3c(nc4ccccc43)c2C#N)cc1 | -8 | 12

Later entries:
cpd | compound | Pf apPOL inh | mHTT-CaM PPI inh
41 | C=CCNC(=O)c1cc2c(=O)n3ccccc3nc2n(CCCN2CCOCC2)c1=N | 5 | -4
42 | CN(C)CCNC(=O)CN1C(=O)CCCc2ccccc21 | -2 | -2
43 | COc1cc(N)c(Cc2nccc3cc(OC)c(OC)cc23)cc1OC | -2&-21 | 28&28
44 | Cc1cc(C2CCCN2C(=O)Cc2cccc(Cl)c2)on1 (centres undefined) | 0 | 0
45 | O=C(Nc1ccccc1)Nc1nc2ccccc2s1 | -10 | 0
46 | Cc1cc(-c2ccccc2)c2ccc(O)cc2n1 | -12 | 9
47 | Cc1ccc(NC(=O)CN(c2cccc(Br)c2)S(C)(=O)=O)cc1 | -5 | -8
48 | CN(CC#N)C(=O)c1csc2c1CCCCC2 | 2 | 0
49 | COc1ccc(CN2C(=O)CCC2(C)C(=O)NCc2cccnc2)c(OC)c1 (centres undefined) | -12 | -3
50 | CC(=O)N1CCc2sc(C(=O)N3CCN(c4cc(C)ccc4C)CC3)cc2C1 | 1 | 65*
51 | O=C1c2ccccc2C(=O)c2cc(S(=O)(=O)NCc3cccnc3)ccc21 | -2 | 2
52 | COc1ccccc1NC(=O)C1=C(C)Nc2nnnn2C1c1cccc([N+](=O)[O-])c1 (centres undefined) | 9 | 10
53 | O=C(CSc1cccc2cccnc12)N1CCCCCC1 | -4 | 27
54 | O=c1c(Oc2ccccc2Br)c(C(F)(F)F)oc2cc(O)ccc12 | 0 | -7
55 | N/C(=N\OC(=O)COc1ccc(Cl)cc1)c1cccnc1 | 11 | i
56 | Cc1nc2c(C(=O)NCCc3ccccc3)cnn2c(C)c1Cc1ccccc1Cl | -7 | -3
57 | CCc1nc(SCc2ccc([N+](=O)[O-])cc2)n[nH]1 | 0 | -5
58 | CC1(C)OC2OC(C(=O)Nc3ccc4c(c3)OCCO4)C3OC(C)(C)OC3C2O1 (centres undefined) | 2 | 4
59 | C=CCOc1ccc2c(c1)c(=O)cc(C(=O)O)n2CC | -3 | /
60 | C=CCN(CC=C)S(=O)(=O)c1ccc(C(=O)N=c2sc3cc([N+](=O)[O-])ccc3n2C)cc1 | 3 | 0
61 | Clc1cccc(CN2CCN(c3ccccn3)CC2)c1 | -2 | -6
62 | COc1ccccc1C(=O)N/C(=C/c1ccc2c(c1)OCO2)C(=O)NCC(=O)O | 5 | -1
63 | O=c1[nH]c(-c2ccc(Cl)cc2)nc2c1CSC2 | 2 | /
64 | Cc1cc(O)c(S(=O)(=O)c2ccc(Cl)cc2)c(C)c1NS(=O)(=O)c1ccccc1 | -11 | 3
65 | Cn1c(=O)oc2cc(-c3noc(-c4cccc(F)c4)n3)ccc21 | 0 | -8
66 | O=C1OC(c2cc(Cl)ccc2Cl)=N/C1=C\c1cccs1 | -1 | 2
67 | CCOC(=O)c1ccc(NC(=O)COc2ccc3c(c2)C(=O)CC3)cc1 | -6 | -9
68 | O=C(c1cn2c(n1)COCC2)N1CCN(C2CCCCC2)CC1 | -5 | -10
69 | Cc1oc(-c2ccccc2)cc1C(=O)O | -2 | 1
70 | Cn1cccc1C(=O)N1CCCC(c2cc(-c3ccccc3)n[nH]2)C1 (centres undefined) | -1 | 28
71 | O=C(NC1=NCCS1)c1cccc(F)c1 | -12 | -3
72 | O=C(CSC1CCCC1)Nc1nc2c(s1)C(=O)CCC2 | 0 | -21
73 | O=C(c1cccc(OCC2CCCN(C(=O)C3CCCCC3)C2)c1)N1CCCC1 (centres undefined) | -2 | -4
74 | CC1CCN(c2cnn(CC(=O)Nc3ccc4c(c3)CCC4)c(=O)c2Cl)CC1 | 0 | -1
75 | O=C(NC1CCCCC1)c1ccc(N2CCC3(CC2)OCCO3)c([N+](=O)[O-])c1 | -8 | 27
76 | OCCn1c(CSc2nc3ccccc3n2CCO)nc2ccccc21 | 6 | 5
77 | CCN(CC)C(=O)C1CCCN(Cc2ccc([N+](=O)[O-])o2)C1 (centres undefined) | -28 | 2
78 | CSC(=NC#N)N1CCC(C(=O)c2ccccc2)CC1 | 4 | /
79 | O=C1CSC(c2ccc(Br)cc2)N1c1ccc(Cl)cn1 (centres undefined) | -6 | -40
80 | COc1ccc(-n2nc(C(=O)NCc3cccnc3)c3ccccc3c2=O)cc1 | -10 | -2

Compounds from the list above with an aryl methoxy group, in the order listed:
cpd | compound | Pf apPOL inh | mHTT-CaM PPI inh
7 | COc1ccc(S(=O)(=O)NC2CCC(NS(=O)(=O)c3ccc(OC)cc3)CC2)cc1 (centres undefined) | 48 | 8
11 | COC(=O)C1=C(N)Oc2c(oc(CO)cc2=O)C1c1cccc(OC)c1 (centres undefined) | 2 | -3
19 | COc1ccc(OC)c(C2NC(C(=O)O)CS2)c1 (centres undefined) | -7 | 46
28 | C=CCCC1CN(Cc2ccc(OC)cc2)S(=O)(=O)c2c(F)cccc2O1 (centres undefined) | -4 | -39
39 | COc1ccc(CCNC(=O)COc2cc(C)c(Cl)c(C)c2)cc1OC | -1 | 2
43 | COc1cc(N)c(Cc2nccc3cc(OC)c(OC)cc23)cc1OC | -2&-21 | 28&28
49 | COc1ccc(CN2C(=O)CCC2(C)C(=O)NCc2cccnc2)c(OC)c1 (centres undefined) | -12 | -3
52 | COc1ccccc1NC(=O)C1=C(C)Nc2nnnn2C1c1cccc([N+](=O)[O-])c1 (centres undefined) | 9 | 10
62 | COc1ccccc1C(=O)N/C(=C/c1ccc2c(c1)OCO2)C(=O)NCC(=O)O | 5 | -1
80 | COc1ccc(-n2nc(C(=O)NCc3cccnc3)c3ccccc3c2=O)cc1 | -10 | -2

More results:
cpd | compound | Pf apPOL inh | mHTT-CaM PPI inh
81 | CCn1c(CC2CCN(C(=O)Nc3ccc4c(c3)CCC4)C2)nc2cccnc21 (centres undefined) | -15 | 27
82 | O=C1CC(c2ccccc2)SC(c2ccccc2)C1 (centres undefined) | -6 | -25
83 | O=C(Nc1nc2ccccc2s1)c1cccnc1 | -9 | -3
84 | O=c1c2c(nc3cc(-c4ccccc4)[nH]n13)CCN(S(=O)(=O)c1cccs1)C2 | 10 | 6
85 | C=CCN(CC=C)C(=O)Nc1ccc2nc(C)c(C)nc2c1 | 0 | 0
86 | C=CCN1CC[C@@H](O)C(=C)S1(=O)=O | 1 | -5
87 | O=C(NCc1ccc(F)cc1)N1CCc2c(nc3cc[nH]n3c2=O)C1 | -3 | -3
88 | CC(=O)N1c2c(cc(Br)cc2S(=O)(=O)NCc2ccc(Cl)cc2)CC1C (centres undefined) | -5 | 1
89 | CCS(=O)(=O)c1ccc2nc(SCc3ccc([N+](=O)[O-])cc3)oc2c1 | -2&-19 | 9&6
90 | COc1ccc(N(C(=O)Cn2nnnc2N)C2(C(=O)Nc3ccccc3C)CCCCC2)cc1 | -3 | 25
91 | CCC(=O)N1CCCC(c2nc(-c3ccccc3)n[nH]2)C1 (centres undefined) | 6 | -2
92 | CCCCC(=O)Nc1c(-c2ccc(C)o2)nc2ccc(C)cn12 | 1 | 20
93 | Cc1ccc(N(C)C(=O)C2CCCN(c3ncnc4c3nc3n4CCCCC3)C2)cc1C (centres undefined) | 4 | 39
94 | CCN1CCN(C2CC(=O)N(c3ccc(OC(F)(F)Cl)cc3)C2=O)CC1 (centres undefined) | -2 | 2
95 | COc1cc(CN2CCCC2c2cc(C)no2)cc(OC)c1O (centres undefined) | -3 | 1
96 | CCS(=O)(=O)Nc1ccc(C2=NN(C(=O)c3ccco3)C(c3ccc(Cl)o3)C2)cc1 (centres undefined) | -2 | 0

Screens deposited in PubChem BioAssay by University of Kansas High Throughput Screening Laboratory.

These rows are one share of the data; the hit share may differ from the screen's.
